# KKLEB tox – reduces viability of KKLEB cystic fibrosis airway cells; KKLEB CF airway cells viability, ATPlite luminescence, overnight; stronger effect = lower value; cells stimulated with P. aeruginosa culture filtrate; activity change (cytotoxicity), % at 5 µM; 360,000 tested, 0.36% active; AID 602141;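 active = corrected activity change at or below -50% at 5 µM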
# NCOA1 inh – human NCOA1 inhibition; AID 588354; 360,000 tested, 0.12% active; inhibition, % at 3.6 µM; HEK293 GAL4-SRC1 luciferase reporter, luminescence;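 active = inhibition above the campaign mean plus 3 SD, with each screening campaign given its own cutoff, cut at about 60% in these data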;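 also: 0% = DMSO treated cells and 100% = gossypol at 36 µM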
# LRH-1 inv ag – NR5A2 inverse agonism in reporter assay; HEK293T StAR-luciferase reporter, LRH-1 transfected, 24 h; inhibition, % at 3.6 µM; 360,000 tested, 0.13% active;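 active = inhibition above the mean inhibition of all tested compounds plus 3 SD, cut at about 73% in these data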;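 also: 0% = DMSO wells and 100% = reporter-only cells lacking LRH-1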
# TWEAK-Fn14 inh – inhibitors of TWEAK-Fn14 interaction signaling. TWEAK-stimulated Fn14 reporter cells, luciferase luminescence, 8 h. inhibition, % at 10 µM. 360,000 tested, 2% active; in the data active = inhibition above about 50%
# Shn3 inh set2 – Schnurri-3 reporter inhibition in Clone20 osteoblasts; Clone20 osteoblast Shn3 3'UTR firefly luciferase, 24 h; inhibition, % at 12.5 µM; 360,000 tested, 0.52% active;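 active = mean inhibition of at least 75% with every replicate also reaching 75%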;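 also: 0% = median of neutral control wells and 100% = pilot-screen positive control compound; some compounds past the cut are filed as inactive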
# TROY signal inh – blocks TROY-dependent signaling in reporter cells; Q293 LMP1-TROYcd NF-kB luciferase reporter, 4 h; inhibition, % at 10 µM; 360,000 tested, 0.98% active; AID 1347056;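 active = compounds whose plate-normalised and pattern-corrected inhibition of the luciferase reporter signal at the single screening dose is 50% or more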
# SRC3 inh – inhibits human SRC3 coactivator; HEK293 GAL4-SRC3 luciferase reporter, luminescence; Q9Y6Q9; inhibition, % at 3.6 µM; 360,000 tested, 0.17% active; AID 588352;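 active = inhibition above a per-campaign cutoff, the mean of all compounds plus 3 SD, cut at about 60% in these data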;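 also: 0% = DMSO-treated cells and 100% = gossypol-treated cells at 36 µM; higher means less SRC3-driven luciferase light from the GAL4 reporter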
# Target sequence (Q9Y6Q9 whole entry, looked up, the tested form may be a part): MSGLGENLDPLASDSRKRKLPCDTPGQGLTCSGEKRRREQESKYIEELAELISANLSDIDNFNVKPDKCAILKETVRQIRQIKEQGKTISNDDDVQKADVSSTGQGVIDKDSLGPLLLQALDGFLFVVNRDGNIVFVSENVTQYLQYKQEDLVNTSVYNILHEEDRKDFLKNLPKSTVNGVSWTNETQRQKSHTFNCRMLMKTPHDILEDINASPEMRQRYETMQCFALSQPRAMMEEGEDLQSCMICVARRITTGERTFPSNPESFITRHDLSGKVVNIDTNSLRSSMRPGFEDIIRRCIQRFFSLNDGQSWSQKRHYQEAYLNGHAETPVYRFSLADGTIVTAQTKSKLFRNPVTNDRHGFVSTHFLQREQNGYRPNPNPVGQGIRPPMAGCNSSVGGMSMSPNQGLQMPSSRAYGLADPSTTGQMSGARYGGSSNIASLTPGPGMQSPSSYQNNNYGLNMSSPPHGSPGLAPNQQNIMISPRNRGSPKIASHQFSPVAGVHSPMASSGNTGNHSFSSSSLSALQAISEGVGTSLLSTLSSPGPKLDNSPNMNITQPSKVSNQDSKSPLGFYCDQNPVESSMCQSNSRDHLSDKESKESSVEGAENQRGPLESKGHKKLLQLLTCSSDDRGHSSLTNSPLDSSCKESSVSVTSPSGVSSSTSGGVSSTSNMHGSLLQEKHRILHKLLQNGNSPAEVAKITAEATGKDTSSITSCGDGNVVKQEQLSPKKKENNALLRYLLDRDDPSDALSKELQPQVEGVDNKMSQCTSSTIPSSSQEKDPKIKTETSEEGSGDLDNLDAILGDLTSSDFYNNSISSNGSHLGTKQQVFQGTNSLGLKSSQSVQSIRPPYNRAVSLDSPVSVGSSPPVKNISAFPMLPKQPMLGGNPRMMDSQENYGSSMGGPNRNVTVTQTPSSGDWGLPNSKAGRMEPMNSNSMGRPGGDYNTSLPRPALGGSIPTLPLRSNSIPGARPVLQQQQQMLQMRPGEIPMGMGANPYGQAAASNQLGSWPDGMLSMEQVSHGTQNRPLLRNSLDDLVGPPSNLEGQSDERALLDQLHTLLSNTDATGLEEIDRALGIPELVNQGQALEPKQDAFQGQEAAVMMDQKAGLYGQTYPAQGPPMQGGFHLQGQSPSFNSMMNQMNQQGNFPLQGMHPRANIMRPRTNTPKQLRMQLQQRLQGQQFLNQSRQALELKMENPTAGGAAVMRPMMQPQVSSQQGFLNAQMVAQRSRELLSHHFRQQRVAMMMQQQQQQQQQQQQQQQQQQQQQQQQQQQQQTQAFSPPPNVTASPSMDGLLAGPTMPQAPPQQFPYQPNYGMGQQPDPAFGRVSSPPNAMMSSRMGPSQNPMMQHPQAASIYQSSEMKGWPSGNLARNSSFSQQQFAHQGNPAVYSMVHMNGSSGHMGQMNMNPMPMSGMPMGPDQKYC
# LMP1 NFkB inh – Epstein-Barr LMP1 NF-kappaB reporter inhibition. inhibition, % at 12.5 µM. AID 504558. 350,000 tested, 0.69% active. LMP1-induced NF-kappaB luciferase reporter cells, luminescence; in the data active = inhibition above about 41%;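 also: 0% = neutral control wells and 100% = reference inhibitor control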
# CF NFkB block – inhibitors of cystic fibrosis induced NF-kB; 360,000 tested, 0.86% active; inhibition, % at 5 µM; KKLEB NF-kB-GFP reporter, PAF-induced, GFP fluorescence overnight;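 active = at least 50% inhibition at 5 µM, scaled per plate between neutral and stimulator controls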;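 also: PAF is a Pseudomonas aeruginosa culture filtrate used as stimulus; plate controls were PAF-stimulated DMSO wells for no effect and unstimulated DMSO wells for full effect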
# TRAIL sens C8 – caspase-8 TRAIL sensitization | NB7+C8 cells + TRAIL, ATPlite viability luminescence | 360,000 tested, 1% active | AID 624354 | inhibition (viability loss, TRAIL sensitization), % at 10 µM;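 active = compounds causing at least 50% loss of cell viability in the single-dose screen, relative to plate controls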
# NR2F2 inh – blocks human COUP-TFII nuclear receptor. HEK293T NGFI-A luciferase reporter, luminescence. P24468. 370,000 tested, 0.7% active. inhibition, % at 8.6 µM;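 active = inhibition above a per-plate cutoff, mean inhibition of test wells between control levels plus 3 SD, cut at about 38% in these data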;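 also: cells cotransfected with COUP-TFII expression vector driving the NGFI-A reporter; 0% = median of COUP-TF2 test wells and 100% = reporter-only cells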
# Starred values were filed as active, the others as inactive; . = not tested or not shown. A portion of the library; rates above refer to the full screens.
SMILES,KKLEB tox,NCOA1 inh,LRH-1 inv ag,TWEAK-Fn14 inh,Shn3 inh set2,TROY signal inh,SRC3 inh,LMP1 NFkB inh,CF NFkB block,TRAIL sens C8,NR2F2 inh
COc1ccc(Cl)cc1NC(=S)NNC(=O)c1cccnc1,6,-3,0,-9,0,2,1,1,8,-2,-13
COc1ccc(C)cc1NS(=O)(=O)c1ccc(Br)s1,-7,-7,10,11,3,5,15,-8,5,7,5
CC(=O)c1cccc(NC(=O)CCCCCn2nnc3ccccc3c2=O)c1,3,-2,5,6,11,-2,-2,2,-5,2,5
CC1(C)CC(=O)C2=C(C1)NC(Nc1nc3ccccc3o1)=NC2c1ccccn1 (stereo unspecified),-7,3,-4,2,8,-32,10,-10,-3,-39,9
O=C1CC2(CCN(C(=O)c3ccc([N+](=O)[O-])cc3)CC2)Oc2ccccc21,2,12,-5,-3,13,-3,-4,2,14,-6,10
CC(OC(=O)c1ccc(-n2cnnn2)cc1)C(=O)Nc1ccc(F)c(F)c1F (stereo unspecified),-11,-13,16,-5,-5,8,-21,-1,-21,9,-2
Cc1ccc(C(=O)Nn2cnnc2)cc1S(=O)(=O)N1CCOCC1,5,-3,8,15,-5,0,3,-5,6,-7,0
CC(Oc1ccc(Cl)cc1Cl)C(=O)NCCN1CCOCC1 (stereo unspecified),10,-10,10,-15,9,-2,12,2,-6,-6,0
CSC1=C(C#N)C(c2ccc3c(c2)OCO3)C2=C(CCCC2=O)N1 (stereo unspecified),0,17,15,27,-11,30,12,3,26,-21,17
O=C(OC1CCOC1=O)c1cc(-c2cccc(Br)c2)nc2ccccc12 (stereo unspecified),13,-19,12,-12,-4,-9,1,3,2,-7,11
O=C(NC1=NCCS1)c1cccc(N2C(=O)c3ccccc3C2=O)c1,3,5,-5,-10,5,-1,9,3,3,9,6
CSC1=NCCN1C(=O)c1cccc(C(F)(F)F)c1,6,-1,-7,12,-2,18,-7,-22,-3,0,16

# An excerpt of these results, with values under each structure.
# Order of values: KKLEB tox | NCOA1 inh | LRH-1 inv ag | TWEAK-Fn14 inh | Shn3 inh set2 | TROY signal inh | SRC3 inh | LMP1 NFkB inh | CF NFkB block | TRAIL sens C8 | NR2F2 inh
COc1ccc(C)cc1NS(=O)(=O)c1ccc(Br)s1
  -7 | -7 | 10 | 11 | 3 | 5 | 15 | -8 | 5 | 7 | 5
CC(Oc1ccc(Cl)cc1Cl)C(=O)NCCN1CCOCC1 (stereo unspecified)
  10 | -10 | 10 | -15 | 9 | -2 | 12 | 2 | -6 | -6 | 0
COc1ccc(Cl)cc1NC(=S)NNC(=O)c1cccnc1
  6 | -3 | 0 | -9 | 0 | 2 | 1 | 1 | 8 | -2 | -13

# Other entries.
SMILES,KKLEB tox,NCOA1 inh,LRH-1 inv ag,TWEAK-Fn14 inh,Shn3 inh set2,TROY signal inh,SRC3 inh,LMP1 NFkB inh,CF NFkB block,TRAIL sens C8,NR2F2 inh
COc1ccc(-n2c(=O)cc(N3CCN(c4ccccc4)CC3)[nH]c2=O)cc1,-16,3,5,11,10,-7,-14,8,6,-4,-4
Cc1cc(-c2ccc(NC(=O)[C@@H]3CCCC[C@@H]3C(=O)O)c(C)c2)ccc1NC(=O)[C@@H]1CCCC[C@@H]1C(=O)O,0,-12,-7,1,17,-26,-10,-4,6,2,7
c1ccc(CN2CCC3CC2c2ccc(N4CCOCC4)cc23)cc1 (stereo unspecified),-12,-1,-2,1,-1,4,0,2,14,-5,6
Cc1cc(C)c2c(N)c(C(=O)N/N=C/c3cccnc3)sc2n1,12,-53,-40,-12,-78,-77,-31,-18,-54,2,-14
CN(C)S(=O)(=O)c1ccc(Cl)c(C(=O)NNC(=O)Cn2ccc(C(F)(F)F)n2)c1,-9,-14,-6,5,-15,-6,3,-4,9,8,-23
CCCN(CCC)CCCNC(=O)c1cc2c(-c3ccc(OC)c(OC)c3)nn(C)c2s1,5,-8,2,-53,3,-16,0,-3,-25,-5,-23
Cc1ccc(S(=O)(=O)NCCC(=O)NCCOc2ccccc2)cc1,18,0,4,15,-5,-10,9,4,-8,-11,-10
CC(C(=O)NC1CCCC1)N(Cc1ccco1)C(=O)c1snc(C(=O)NC2CCCC2)c1N (stereo unspecified),11,1,6,8,-1,4,26,2,8,-14,18
COC(=O)C(N)Cc1ccc(Cl)cc1 (stereo unspecified),9,-45,6,6,-2,-12,8,-4,21,-1,-12
COC(=O)C1N[C@@H]([C@@H](NC(=O)COc2ccccc2)C(=O)NCc2ccsc2)SC1(C)C (stereo partly specified),-1,-19,-4,16,-6,-9,-3,3,-11,-2,-14
Cc1cccc(CN2CCC(CNC(=O)CSc3cc(=O)n(C)c4cc(Cl)ccc34)CC2)c1,-8,-5,5,-11,3,-16,10,-3,-16,9,-12
CC(C)(C)NC(=O)NC(=O)COC(=O)CCC1CCCC1,-10,13,5,-14,13,-2,3,2,12,-2,9
COc1ccc(NC(=O)C(=O)NCCCO)cc1Cl,-10,-7,3,-3,-15,10,-10,-5,12,-9,-14
CC(O)(c1ccccc1)c1nc(-c2cc3ccccc3o2)cs1 (stereo unspecified),12,-30,-20,28,-21,-21,-21,.,-2,10,-6
CCONC(=NC)c1nonc1N,0,-2,-3,-46,-23,12,-1,-7,-1,-9,-6
COc1ccc(S(=O)(=O)N2CCCCC2)cc1NS(=O)(=O)c1cc(Cl)ccc1Cl,5,-13,3,17,-7,22,11,2,8,-2,7
C=CCn1c(CNc2ccc(C)cc2)nnc1SCC(=O)N/N=C/c1ccc(O)cc1O,5,-4,-6,-16,1,20,4,4,5,2,18
N/C(=N\OC(=O)CCCN1C(=O)c2ccccc2C1=O)c1ccccn1,-30,-9,-1,-12,13,1,1,1,-4,-9,9
COc1ccc(C2=CC(c3cc(OC)c(OC)c(OC)c3)NC(=S)N2)cc1 (stereo unspecified),-3,-5,-20,-41,5,4,0,0,4,-5,-4
CCN(C(=O)CSc1nnc(-c2ccc(F)cc2)c2ccccc12)C1CCS(=O)(=O)C1 (stereo unspecified),2,-23,6,-16,-2,1,10,4,4,0,-6
NC1=NC(c2cn(-c3ccccc3)nc2-c2cccs2)n2c(nc3ccccc32)N1 (stereo unspecified),-12,-29,-16,-20,-5,-30,-12,-4,10,4,5
CC(=O)N1CCC(C(=O)Nc2ccccc2)(N(Cc2ccccc2)C(=O)c2cccnc2)CC1,5,-13,-14,6,-35,51*,-9,-22,-12,-6,3
O=C(CSc1nnc(CNC(=O)c2ccco2)o1)Nc1ccc(Cl)cc1,-1,4,2,-2,-3,-4,-12,1,6,-5,5
C=CCOn1c(=O)c(-c2ccc(C)cc2)[n+]([O-])c2ccccc21,-6,4,-24,19,-26,4,-12,7,1,7,6

# Pulled by structure from the entries so far, three records:
SMILES,KKLEB tox,NCOA1 inh,LRH-1 inv ag,TWEAK-Fn14 inh,Shn3 inh set2,TROY signal inh,SRC3 inh,LMP1 NFkB inh,CF NFkB block,TRAIL sens C8,NR2F2 inh
COc1ccc(C)cc1NS(=O)(=O)c1ccc(Br)s1,-7,-7,10,11,3,5,15,-8,5,7,5
CC(=O)N1CCC(C(=O)Nc2ccccc2)(N(Cc2ccccc2)C(=O)c2cccnc2)CC1,5,-13,-14,6,-35,51*,-9,-22,-12,-6,3
CSC1=NCCN1C(=O)c1cccc(C(F)(F)F)c1,6,-1,-7,12,-2,18,-7,-22,-3,0,16

# More records follow.
SMILES,KKLEB tox,NCOA1 inh,LRH-1 inv ag,TWEAK-Fn14 inh,Shn3 inh set2,TROY signal inh,SRC3 inh,LMP1 NFkB inh,CF NFkB block,TRAIL sens C8,NR2F2 inh
CCN1C(=O)c2cccc3c(S(=O)(=O)Nc4ccc(O)c(C(=O)O)c4)ccc1c23,-10,26,-13,-23,-6,-17,10,-14,7,3,4
CC(=O)Nc1ccc(S(=O)(=O)Nc2nc3c(s2)CCCC3)cc1,-7,-9,0,13,-6,25,0,-3,3,9,1
O=C(NC1CC2CCCC(C1)N2C(=O)Nc1ccccc1)c1ccccc1 (stereo unspecified),-2,-17,-5,-2,8,2,20,6,-14,-4,2
Cc1noc(C)c1COc1ccccc1C(=O)N1CCN(S(=O)(=O)c2ccc(F)c(F)c2)CC1,6,-14,18,3,5,-6,13,16,1,-10,-1
CCOC(=O)c1ccc(NC(=O)c2ccc(NC(=O)c3ccccc3)cc2)cc1,-19,-25,3,-26,16,-10,7,-2,-10,8,10
Cc1csc2ncc(C(=O)NCc3ccco3)c(=O)n12,-2,-12,7,1,-1,6,4,-3,15,0,-8
CC(=O)c1cc2c(cc1N/C(=N/S(=O)(=O)c1ccc(Br)cc1)c1ccccc1)OCO2,3,-13,5,-27,0,-20,15,-3,-30,-3,-16
CC1(C)CC(=O)C(C=NCCN2CCN(C(=O)c3ccc(Br)cc3)CC2)=C(O)C1,-4,-2,-27,-9,-12,-21,-25,2,10,2,-10
O=C(CCSCc1cccc(Cl)c1)NCCc1ccccc1,-2,-12,14,-7,-7,-18,-28,1,-6,-6,5
Cc1c(Cl)cccc1NC(=O)CSc1ncnc2c1cnn2CCc1ccccc1,-5,-13,-10,-7,36,-8,4,5,12,-5,-1
CCCC(=O)n1nc(-c2ccco2)nc1SCc1ccccc1,10,-37,-12,-1,-47,-8,-21,-9,-15,20,.
CC(C)c1ccc(S(=O)(=O)N2CCN(C(=O)C3CCCCC3)CC2)cc1,2,9,-13,-13,24,-9,4,-2,9,9,5
C[C@H](CO)N1C[C@H](C)[C@@H](CN(C)C(=O)NC2CCCCC2)Oc2ccc(NS(=O)(=O)c3ccc(F)cc3)cc2C1=O,-20,2,-6,-16,-5,-3,16,8,17,-14,1
COc1cc(C2c3sc(=O)[nH]c3SC3C(=O)N(c4ccc(C)cc4)C(=O)C32)ccc1O (stereo unspecified),-4,0,4,5,-3,-3,3,1,1,-18,6
O=C(NCC1CCCO1)C1CC(=O)N(C2CCCC2)C1 (stereo unspecified),3,3,0,13,-3,-9,16,-9,8,-1,-2

# Screening results deposited in PubChem BioAssay by several laboratories.
